From PubChem BioAssay
TDP1 inh: TDP1 (human) enzyme inhibition. recombinant TDP1, AlphaScreen DNA substrate cleavage. Potency, µM (highest dose often 130 µM), without a hit: at the top dose activity change, negative = inhibition, usual class: inhibitors. 350,000 tested, 0.28% active; further: nearly all actives have a fitted effect of over 40% in size
Target sequence (Q9NUW8 whole entry, looked up): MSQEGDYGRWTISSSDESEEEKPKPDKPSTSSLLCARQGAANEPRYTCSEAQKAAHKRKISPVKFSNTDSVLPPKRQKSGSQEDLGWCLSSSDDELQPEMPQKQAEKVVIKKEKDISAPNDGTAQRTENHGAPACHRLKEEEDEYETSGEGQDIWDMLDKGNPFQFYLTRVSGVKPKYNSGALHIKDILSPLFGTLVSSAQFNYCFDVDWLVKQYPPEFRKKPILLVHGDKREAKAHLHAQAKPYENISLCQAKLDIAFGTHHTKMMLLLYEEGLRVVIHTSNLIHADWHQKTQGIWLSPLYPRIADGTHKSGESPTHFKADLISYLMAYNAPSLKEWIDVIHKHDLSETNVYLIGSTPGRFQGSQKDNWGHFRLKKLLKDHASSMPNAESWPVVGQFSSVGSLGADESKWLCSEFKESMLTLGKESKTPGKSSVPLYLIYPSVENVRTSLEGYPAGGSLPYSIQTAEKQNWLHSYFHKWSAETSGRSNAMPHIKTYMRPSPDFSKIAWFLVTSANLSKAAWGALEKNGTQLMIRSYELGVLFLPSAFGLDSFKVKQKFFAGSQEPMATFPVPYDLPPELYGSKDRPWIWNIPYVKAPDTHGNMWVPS
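Enzyme-compound mixtures sat 15 min at room temperature, followed by a 5 min reaction with 15 nM final substrate and 10 min with AlphaScreen beads. Recombinant human Tdp1 was used at 1 nM final.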
DT40 TDP1 no CPT: qHTS for Inhibitors of human tyrosyl-DNA phosphodiesterase 1 (TDP1): qHTS in cells in absence of CPT; DT40 Tdp1-/- hTDP1 cells, no CPT, ATP luminescence, 48 h; Potency, µM (highest dose often 46.2 µM), for inactives: at the highest dose activity change, negative = growth inhibition, most hits filed as inhibitors; 420,000 tested, 15% active; AID 686978, 2013; further: nearly all actives have a fitted effect of over 55% in size
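Seeded 400 DT40-hTDP1 cells/well (vehicle DMSO, no 20 nM CPT); pinned compounds; ≥48 hr at 37 °C; CellTiter-Glo luminescence as viability measure.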
KAT2A inh: blocks human GCN5L2 histone acetyltransferase | AID 504327 | Potency, µM (highest dose often 58.9 µM), without a hit: top-dose activity change, negative = inhibition, actives largely listed as inhibitors | Q92830 | GCN5L2 HAT assay, ThioGlo1 CoA-SH fluorescence | 390,000 tested, 0.21% active
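ThioGlo1-coupled HAT assay: 20nM GCN5L2, 70uM acetyl-CoA, 75uM H3(1-25) peptide, pH 7.5. Fluorescence read at 340/540nm at start and after 20 min at room temperature.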
* hit, by the source's call; ? = inconclusive; nt = not tested or not shown; [ ] = dose if it differs, or a comment. The call rests on the fitted dose curve; in most records, active means well fitted curve in the direction sought with a large enough effect; inconclusive means small, poorly fitted or top-dose-only effect, or another doubt; inactive means no such curve, though single readings can be large; an effect the other way counts as inactive or inconclusive. On the % scale 0 is the no-effect control and ±100 the full control effect; potency means the concentration at half of the fitted maximal effect. An excerpt; the hit share may differ from the screen's.

SMILES	TDP1 inh	DT40 TDP1 no CPT	KAT2A inh
COCC(=O)N(C)c1nnc(-c2ccccn2)s1	-5%	-4%	-18%
CCCCCCOc1ccc(N2C(=O)CC(N3CCC(C(=O)OCC)CC3)C2=O)cc1 (centres undefined)	4%	?	-18%
CC12CC(NC(=O)N1c1ccc(C(=O)N3CCN(c4ccccn4)CC3)cc1)c1ccccc1O2 (centres undefined)	4%	nt	-6%
COc1ccccc1C(=O)NCC(=O)OCC(=O)N1CC(C)OC(C)C1 (centres undefined)	-11%	-4%	0%
Cc1ccc(OCCn2cc(C(=S)N3CCCC3)c3ccccc32)cc1C	8%	4.1µM*	4%
COc1ccc(OCC(=O)Nc2ccc(N3CCN(C(=O)c4ccccc4C)CC3)cc2)cc1	3%	?	3%
O=C(Nc1ccc(Cl)c(S(=O)(=O)N2CCOCC2)c1)[C@@H]1CCCN1C(=O)c1cccs1	-1%	-8%	-11%
CC(=O)NS(=O)(=O)c1ccc(NC(=O)CSc2ccccc2)cc1	nt	-12%	0%
COC(=O)CCNS(=O)(=O)c1ccc2ccccc2c1	0%	-5%	2%
CC(=O)N1CCc2cc(S(=O)(=O)NCCC(=O)NCCc3ccc(Cl)cc3)ccc21	2%	?	-3%
Cc1cc(C)n(-c2cc(N3CCN(S(=O)(=O)c4ccc(Cl)cc4)CC3)ccc2[N+](=O)[O-])n1	3%	6.5µM*	-9%
Cc1cc(C)n(CCOc2nonc2N)n1	3%	-9%	-1%
CC1CCN(c2ccc3c(c2)S(=O)(=O)c2cccc(C(=O)NC4CCCCC4)c2C3=O)CC1	0%	16µM*	5%
COCCOc1ccc(C(F)(F)F)cc1Nc1nc2ccccc2o1	-3%	?	-14%
O=C(COc1ccc(C(=O)c2ccccc2)cc1)NC1CCCCCC1	0%	16µM*	-1%
COC(=O)CCC/C=C1/SCC(NC(=O)c2ccccc2)C1NC(C)=O (centres undefined)	-5%	-27%	-1%
CN1C(=O)[C@@H]2[C@@H]3C[C@@H]([C@H]4ON=C(c5ccc(Cl)cc5)[C@@H]34)[C@@H]2C1=O	3%	?	-2%
CCOP(=O)(c1ccccc1)C1(O)CCCCC1 (centres undefined)	3%	4%	2%
O=C(O)/C=C/c1cccc(NC(=O)Nc2ccc([N+](=O)[O-])cc2)c1	nt	-2%	2%
CC(C)OCCCNCc1cccs1	3%	-8%	26%
O=C(O)Cc1c(-c2ccccc2Cl)c2cc(Br)ccc2[nH]c1=O	3%	-12%	?
O=C(CCc1ccccc1)Nc1ccccc1C(=O)N1CCOCC1	-1%	19%	10%
CC1Cc2cc(/C(O)=C3/C(=O)C(=O)N(CCCn4ccnc4)C3c3cccnc3)ccc2O1 (centres undefined)	2%	-12%	-14%
CC(=O)c1cccc(NC(=O)/C(=C\c2ccco2)NC(=O)c2cccs2)c1	12%	-9%	-13%
COc1ccc(CNC(=O)C(c2ccncc2)N(C(=O)Cc2cccs2)c2cccnc2)cc1 (centres undefined)	nt	-16%	-5%
CCOC(=O)c1[nH]ncc1CN1CCCC(C(=O)c2ccc(C(C)(C)C)cc2)C1 (centres undefined)	8%	?	-7%
CCOc1cc(NC(=S)NCc2ccco2)c(OCC)cc1NC(=O)c1ccco1	2%	-27%	-2%
CC(=O)N1CC(C)Sc2ccc(S(=O)(=O)NCc3ccc(Cl)cc3)cc21 (centres undefined)	1%	?	-10%
NC(=O)CCc1nc2cc(C(F)(F)F)ccc2n(Cc2ccccc2)c1=O	11%	?	0%
CCCCN(CC)CCNC(=O)c1cc2c(=O)[nH]c3ccc(C)cc3c2s1	nt	?	1%
C=CCn1c(-c2csc(-c3ccccc3)n2)n[nH]c1=S	0%	?	nt
CCOC(=O)C1CCN(CCC(=O)Nc2ccc(C)c(C)c2)CC1	-12%	10%	-1%
COc1ccc(S(=O)(=O)N(C)C)cc1NC(=O)c1ccc(OCC(=O)N2CCOCC2)c(OC)c1	0%[0.505 µM]	8%	3%
COCCCn1c(SCC(=O)n2c(C)c(C)c3ccccc32)nnc1-c1ccoc1C	5%	?	0%
COc1ccc(S(=O)(=O)N2CCC(C(=O)NC3CCCCC3C)CC2)cc1 (centres undefined)	2%[0.0935 µM]	?	-2%
COc1ccccc1N1CCN(CCCNC(=O)Nc2ccccc2)CC1	5%	-26%	1%
CN(Cc1ccccn1)Cc1nc(-c2ccc(Cl)cc2)no1	8%	6%	-14%
COCc1nnc(SCC(=O)Nc2cccc(Cl)c2C)n1-c1ccccc1	3%	?	-4%
Cc1ccc2nc(NC(=O)CCNS(=O)(=O)c3cccs3)sc2c1	0%	?	-2%
CCOc1ccc(S(=O)(=O)n2nnc3ccccc32)cc1C	5%	-17%	2%
CN1CCN(/N=C/c2c3ccccc3c(Cl)c3ccccc23)CC1	10%	?	0%
CC(C)C1CC(CCN2CCCCC2)(c2ccccc2)CCO1 (centres undefined)	-2%	?	-14%
O=C(CCC1COc2ccccc2O1)Nc1cccnc1 (centres undefined)	-6%	-17%	2%
Cc1ccc(NC(=O)CN2C(=O)S/C(=C\c3cccn3C)C2=O)cc1	4%	-10%	-3%
COc1ccc(Cl)cc1C(=O)NNC(=O)C1CCCO1 (centres undefined)	0%	5%	1%
Cc1[nH]n(-c2ccccc2)c(=O)c1N=O	0%	?	-1%
COc1ccc(NC(=O)c2c(NC(=O)CNCc3ccco3)sc3c2CCC3)cc1	0%	-19%	-12%
Cc1[nH]c2ccccc2c1C(=O)CN1CCSCC1	5%	-12%	-1%

At a glance, some entries already given.
SMILES	TDP1 inh	DT40 TDP1 no CPT	KAT2A inh
COc1ccccc1N1CCN(CCCNC(=O)Nc2ccccc2)CC1	5%	-26%	1%
CN(Cc1ccccn1)Cc1nc(-c2ccc(Cl)cc2)no1	8%	6%	-14%
COCc1nnc(SCC(=O)Nc2cccc(Cl)c2C)n1-c1ccccc1	3%	?	-4%
Cc1ccc2nc(NC(=O)CCNS(=O)(=O)c3cccs3)sc2c1	0%	?	-2%
CCOc1ccc(S(=O)(=O)n2nnc3ccccc32)cc1C	5%	-17%	2%
CN1CCN(/N=C/c2c3ccccc3c(Cl)c3ccccc23)CC1	10%	?	0%
CC(C)C1CC(CCN2CCCCC2)(c2ccccc2)CCO1 (centres undefined)	-2%	?	-14%
O=C(CCC1COc2ccccc2O1)Nc1cccnc1 (centres undefined)	-6%	-17%	2%
Cc1ccc(NC(=O)CN2C(=O)S/C(=C\c3cccn3C)C2=O)cc1	4%	-10%	-3%
COc1ccc(Cl)cc1C(=O)NNC(=O)C1CCCO1 (centres undefined)	0%	5%	1%
Cc1[nH]n(-c2ccccc2)c(=O)c1N=O	0%	?	-1%
COc1ccc(NC(=O)c2c(NC(=O)CNCc3ccco3)sc3c2CCC3)cc1	0%	-19%	-12%
Cc1[nH]c2ccccc2c1C(=O)CN1CCSCC1	5%	-12%	-1%

Remaining list, next part
SMILES	TDP1 inh	DT40 TDP1 no CPT	KAT2A inh
CCOc1ccc(S(=O)(=O)N(CC(=O)NCCc2ccc(OC)cc2)c2ccccc2)cc1	nt	3%	-3%
CN(C)/C=N/c1cnc(C(=O)c2ccc(Cl)cc2)n1C	7%	?	-2%
COc1ccc(S(=O)(=O)N2CCOC2CNC(=O)C(=O)NCC(C)C)cc1 (centres undefined)	3%	-22%	-2%
CC(C)Oc1ccc(CNC(=O)CC(c2ccccc2)c2cc(Cl)ccc2O)cc1 (centres undefined)	3%	?	-11%
NC(=O)C1(N2CCCCC2)CCN(CC(=O)Nc2ccc(Oc3ccccc3)cc2)CC1	6%	?	nt
CS(=O)(=O)N(Cc1ccc(Cl)cc1)c1ccc(C(=O)Nc2cccnc2)cc1	3%	-29%	1%
CCOC(=O)c1c(NC(=O)c2cc(C)oc2C)sc(C(=O)Nc2ccc(Cl)cc2)c1C	1%	5.6µM*	0%
NCCCCCNC(=O)c1nc[nH]c1C(=O)NCC(=O)OCc1ccccc1	1%	-1%	-2%
Cc1ccc(C)n1-c1ccc(C(=O)/C=C/N(C)C)cc1	-3%	?	-22%
O=C(N[C@@H](Cc1ccccc1)C(=O)O)c1c(F)c(F)c(F)c(F)c1F	1%	7%	-1%
Cc1cccc(C(=O)NCCNC(=O)c2cnccn2)c1	nt	0%	-8%
COc1ccc2[nH]c3c(c2c1)CCN1C(=O)C(CC(=O)NCc2ccco2)C[C@H](C(=O)N2CCOCC2)[C@@]31CCC1CCCC1 (some centres undefined)	2%[56.1 µM]	?	-4%
COCCCN1C(=O)C(=O)/C(=C(/O)c2ccc(C)cc2)C1c1ccccc1 (centres undefined)	5%	-46%	-14%
O=C(Cc1c(C(=O)O)[nH]c2ccccc12)NCCN1CCN(c2ccccc2F)CC1	3%	7%	-6%
CC1(C)C2CCC(C2)C1(C)NC(=O)CN1CCOCC1 (centres undefined)	-7%	-24%	2%
Cc1nnc(SCC(N)=O)n1CC1CCCO1 (centres undefined)	2%	-19%	-5%
CC(C(=O)Nc1ccccc1)N1CCN(C(=O)c2ccco2)CC1 (centres undefined)	0%[56.1 µM]	7%	-3%
COCC(=O)N1CCC2(CC1)CN(C(=O)Nc1cccc(F)c1)C2	nt	-14%	-10%
COc1ccccc1NS(=O)(=O)c1cc([N+](=O)[O-])ccc1N/N=C/c1c[nH]c2ccccc12	2%	?	-2%
CC(OC(=O)c1ccccn1)C(=O)Nc1nc(-c2ccc(F)c(F)c2)cs1 (centres undefined)	0%	23µM*	0%
CC1(c2ccccc2)NC(=O)N(CC(=O)NC(=O)NCc2ccco2)C1=O (centres undefined)	3%	-20%	1%
COCCNC(=O)C(OC(=O)c1ccco1)c1ccccc1F (centres undefined)	4%	3%	1%
CN1C(=O)CSc2ccc(NC(=O)N3CCOCC3)cc21	4%	-1%	-2%
Cc1cccc(NC(=O)CSc2nc3c(c(=O)[nH]2)CCCC3)c1C	0%	-8%	-2%
CN(c1ccccc1)S(=O)(=O)c1cccc(C(=O)NC2CCCC2)c1	-1%	?	-3%
Cc1cc(=O)oc2cc(OC(C)C(=O)NCCc3ccc(S(N)(=O)=O)cc3)ccc12 (centres undefined)	4%	16%	-9%
NS(=O)(=O)c1ccc(NC(=S)N2CCC(Cc3ccccc3)CC2)cc1	nt	?	-6%
CCN1CCN(c2nc3c(S(=O)(=O)c4ccc(C)cc4)nnn3c3ccsc23)CC1	3%	-11%	-2%
CCCSc1ncc(Cl)c(C(=O)N2CCN(c3ccc(OC)cc3)CC2)n1	11%	?	0%
Cc1ccc(CNC(=O)CSc2c3c(nc4cc(Cl)ccc24)CCCC3)cc1	-1%	15µM*	-1%
COc1ccc(-c2ccc(-c3noc(C)n3)c(OC)n2)cc1	5%	-17%	-19%
CCN(C(=O)CN1C(=O)NC(CCSC)C1=O)C1CCS(=O)(=O)C1 (centres undefined)	1%	1%	-16%
C=CCn1c(CCNC(=O)c2ccccc2F)nnc1SCC(=O)Nc1ccc(OC)cc1	1%	-22%	-12%
Cc1cccn2c(=O)c3cc(C(=O)NCCc4ccccc4)c(=N)n(CCCn4ccnc4)c3nc12	7%	?	-4%
CCOc1ccccc1C(=O)Nc1ccccc1-c1ccccc1	-6%	?	-7%
O=[N+]([O-])c1ccc(COc2cccc3cccnc23)cc1	nt	-2%	-12%
COC(=O)CSc1nnc(C2COc3ccccc3O2)n1-c1ccccc1 (centres undefined)	5%	-13%	-2%
CCOc1cc(-c2nnn(CC(=O)N3CCCCC3)n2)ccc1OC	nt	-21%	-1%
OC(COCCC12CC3CC(CC(C3)C1)C2)CN1CCCC1 (centres undefined)	-2%	?	0%
CCC(=O)Nc1cccc(C2=NOC3(C2)C[C@@H](C(N)=O)N(C(=O)c2ccccc2C(=O)c2ccccc2)C3)c1 (some centres undefined)	6%	13%	-14%
Cc1cc(=O)oc(C)c1C(=O)NCCNC(=O)c1c(C)cc(=O)oc1C	2%	9%	2%
CCn1c(SCC(=O)Nc2ccccc2N2CCOCC2)nnc1-c1ccccc1	2%	-19%	-4%
Cc1cccc(-n2c(=O)c3c(c4cc(C)ccc4n3C)n(CC(=O)Nc3ccc(C)cc3C)c2=O)c1	-3%	19%	-1%
O=C(CSc1nnnn1C1CCCCC1)NCc1cccs1	1%	?	-7%
O=C(c1cccc(N2CCCC2=O)c1)N1CCN(c2ccc(F)cc2)CC1	3%	17%	-16%
Cc1cccc(CN2CCN(C3CCCC3)C(CCO)C2)n1 (centres undefined)	0%	-1%	-4%
COc1ccc(NC(=O)CSc2ncccc2C(=O)O)cc1OC	?	-4%	17%
c1ccc(-c2oc3ncnc(NCCCN4CCOCC4)c3c2-c2ccccc2)cc1	4%	23µM*	-6%
CC(=O)N1N=C(c2cccs2)CC1c1ccc(C)o1 (centres undefined)	3%	-17%	2%

Full records, quoted from the list. Order of values: TDP1 inh	DT40 TDP1 no CPT	KAT2A inh
CCC(=O)Nc1cccc(C2=NOC3(C2)C[C@@H](C(N)=O)N(C(=O)c2ccccc2C(=O)c2ccccc2)C3)c1 (some centres undefined) is entered as 6%	13%	-14%
c1ccc(-c2oc3ncnc(NCCCN4CCOCC4)c3c2-c2ccccc2)cc1 is entered as 4%	23µM*	-6%
